# NPY2 pot ag: potentiates or activates human NPY-Y2 receptor | cells expressing NPY-Y2, potentiator/agonist read-out | activation, % at 3.6 µM | actives 0.45% (n = 220,000); in the data active = activation above about 27%;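 also: cells stimulated with NPY near EC25 plus isoproterenol at EC100; 0% = vehicle plus submaximal agonist and 100% = vehicle plus saturating agonist; some results beyond the cut were filed as inactive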
# Target sequence (P49146 whole entry, looked up): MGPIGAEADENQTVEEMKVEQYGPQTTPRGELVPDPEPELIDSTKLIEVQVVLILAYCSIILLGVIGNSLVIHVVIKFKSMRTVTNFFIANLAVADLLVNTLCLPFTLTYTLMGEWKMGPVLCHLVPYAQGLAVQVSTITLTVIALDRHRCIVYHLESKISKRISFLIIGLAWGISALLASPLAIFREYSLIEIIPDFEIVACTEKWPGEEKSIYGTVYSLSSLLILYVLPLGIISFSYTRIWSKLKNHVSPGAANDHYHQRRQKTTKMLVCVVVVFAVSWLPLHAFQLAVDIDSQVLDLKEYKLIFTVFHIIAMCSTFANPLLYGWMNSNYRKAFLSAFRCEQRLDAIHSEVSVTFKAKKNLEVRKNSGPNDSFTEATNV
# S1P4 antagonist: blocks the human S1P4 receptor | S1P4-expressing cells, antagonist mode, reporter read-out | inhibition, % at 4.98 µM | actives 0.26% (n = 220,000) | AID 1510; in the data active = inhibition above about 29%;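 also: 0% = wells stimulated with agonist and 100% = vehicle wells without agonist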
# Mdm2 ligase inh: blocks human Mdm2 ubiquitin ligase activity. actives 0.11% (n = 210,000). AID 1230. Q00987. signal enhancement, % at 5 µM. cell-based MDM2 ubiquitination luciferase reporter, 2 h; 0 = plate control, 100 = twice control, blank-subtracted;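 active = signal enhancement of 30% or more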;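 also: luminescence tracks abundance of the self-degrading MDM2-luciferase fusion protein; higher signal means inhibition of MDM2 E3 ligase activity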
#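 system = mammalian cells stably expressing self-ubiquitinating, self-degrading MDM2 E3–luciferase fusion | quantity = 2000 cells per well seeded | incubation = 4 h cell settling then 2 h compound exposure, 37 °C | signal = SteadyLite luminescence, 15 min reagent step | benchmarks = plate control and blank wells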
# Ba/F3 V617F tox: loss of viability in JAK2V617F-driven Ba/F3 cells. inhibition, % at 5.6 µM. Ba/F3 EpoR-JAK2V617F viability, ATP luminescence. actives 1.1% (n = 220,000);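 active = inhibition above the campaign mean plus 3 SD over all tested compounds, cut at about 24% in these data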;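 also: cytokine-independent growth of Ba/F3 cells driven by EpoR plus mutant JAK2; 0% = DMSO-treated cells and 100% = JAK inhibitor I control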
# Wee1 stabilizer: blocks degradation of human Wee1 kinase; P30291; actives 1.2% (n = 220,000); HeLa Luc-Wee1K328M stability, luciferase luminescence; 100% = proteasome inhibitor MG132 effect; reporter increase, % at 5 µM;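 active = activation above the mean of all tested compounds plus 3 SD, set per screening run, cut at about 8.8% in these data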;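 also: cells exposed to compound for 20 h before luminescence read; 0% = DMSO alone and 100% = MG132 at 30 µM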
# Target sequence (P30291 whole entry K328M): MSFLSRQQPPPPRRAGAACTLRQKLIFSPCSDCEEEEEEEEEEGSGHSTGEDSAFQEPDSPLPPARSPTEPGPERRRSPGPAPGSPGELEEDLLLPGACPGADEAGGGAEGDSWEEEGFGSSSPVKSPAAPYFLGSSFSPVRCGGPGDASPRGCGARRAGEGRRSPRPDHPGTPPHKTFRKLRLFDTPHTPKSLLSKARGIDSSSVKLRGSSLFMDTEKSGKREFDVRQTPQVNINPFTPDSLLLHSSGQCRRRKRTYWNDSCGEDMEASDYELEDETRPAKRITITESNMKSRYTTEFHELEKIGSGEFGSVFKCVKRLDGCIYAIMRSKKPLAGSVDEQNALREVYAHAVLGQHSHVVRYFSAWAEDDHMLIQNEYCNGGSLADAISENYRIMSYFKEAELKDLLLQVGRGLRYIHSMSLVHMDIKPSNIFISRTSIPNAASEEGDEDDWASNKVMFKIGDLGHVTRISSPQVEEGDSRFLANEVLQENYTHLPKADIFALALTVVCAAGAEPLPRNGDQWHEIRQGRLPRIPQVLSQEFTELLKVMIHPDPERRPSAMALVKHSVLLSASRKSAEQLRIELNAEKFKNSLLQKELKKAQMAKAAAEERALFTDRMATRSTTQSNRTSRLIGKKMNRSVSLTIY
# PERK inh: human PERK inhibition, primary cell-based screen; CHO PERK-DD fusion, SEAP luminescence translation reporter; Q9NZJ5; inhibition, % at 5.6 µM; actives 0.17% (n = 220,000);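 active = inhibition above the mean inhibition of all tested compounds plus 3 SD, set separately per screening campaign, cut at about 2.9% in these data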;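 also: PERK kinase domain activated by AP20187 dimerizer at 100 nM; 0% = DMSO with dimerizer and 100% = rapamycin at 8.4 µM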
# eIF4E-4G inh: blocks eIF4E binding to eIF4G. TR-FRET eIF4E-eIF4GI(517-606) binding, 2 h. P63073+Q04637. actives 0.37% (n = 220,000). inhibition, % at 21.7 µM. AID 782;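 active = inhibition above about 30%, limit read from the data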;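 also: 0% = full FRET control wells and 100% = background wells lacking eIF4GI fragment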
# BaF3 tox: parental Ba/F3 viability inhibition as JAK2V617F counter-screen; CellTiter-Glo ATP luminescence; actives 1.1% (n = 220,000); inhibition, % at 5.6 µM; AID 1486;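 active = inhibition above a per-campaign cutoff, the mean inhibition of all tested compounds plus 3 SD, cut at about 27% in these data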;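 also: 0% = DMSO wells and 100% = JAK Inhibitor I control wells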
# S1P4 ag: agonists of human S1P4 receptor | O95977 | S1P4-expressing cell line, agonist reporter assay | activation, % at 4.98 µM | actives 0.35% (n = 220,000) | AID 1509; in the data active = activation above about 11%;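 also: 0% = DMSO vehicle and 100% = reference agonist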
# An asterisk follows results filed as active; / = not tested or not shown; [ ] = another dose, or the depositor's remark. Compounds as they come. Share with any hit: about 4.1%.
SMILES,NPY2 pot ag,S1P4 antagonist,Mdm2 ligase inh,Ba/F3 V617F tox,Wee1 stabilizer,PERK inh,eIF4E-4G inh,BaF3 tox,S1P4 ag
O=C(Nc1ccc(F)cc1)c1sccc1SCc1cccc(C(F)(F)F)c1,-32.3,-6.0,-3.3,-0.7,-1.3,0.2,20.9[fluorescence artefact?],5.4,0.2
COC(=O)C1=C(C)NC(=O)NC1c1cc(Cl)ccc1OC (centres undefined),0.7,-1.6,-13.1,2.9,-0.7,0.4,2.3,2.1,0.0
Cc1ccc2nc(C)cc(Cl)c2c1,-0.2,-10.7,-7.7,-1.6,-2.9,1.3,-0.9,6.6,0.7
COc1ccc(N(CC(=O)N2CCc3ccccc3C2)S(=O)(=O)c2c(C)[nH]c(=O)[nH]c2=O)cc1,-13.9,-18.6,-8.4,-1.2,-1.1,-1.4,0.5,0.8,-0.1
CCOc1cc(N2CCOCC2)c(OCC)cc1NC1=NCCCCC1,2.9,0.6,-17.1,3.3,-1.1,1.4,1.5,0.9,-0.5
CC(C)C(OC(=O)c1ccco1)C(=O)NCc1cccs1 (centres undefined),4.7,-7.1,3.1,3.8,0.3,0.1,-1.6,4.0,-0.1
Fc1ccc2nc(Nc3ccccc3)sc2c1,14.2,7.8,-9.5,-2.6,10.6*,-0.3,-0.6,2.0,-0.7
COc1ccccc1CCn1cnc2c3cc(C)ccc3n(C)c2c1=O,-6.5,-9.1,-12.5,1.9,0.3,-1.3,2.5,2.2,0.8
O=C(c1ccco1)N1CCN(Cc2nnnn2CC2CCCO2)CC1 (centres undefined),-9.2,-8.7,3.9,-1.9,-2.9,1.4,8.6,2.2,-0.5
N#Cc1c(NC(=O)c2ccccc2)sc2c1CCC2,-16.4,-10.4,-7.0,37.2*,10.7*,-0.9,-6.2[fluorescence artefact?],27.8*,2.0
O=C(Nc1ccc2oc(-c3cccc(F)c3)nc2c1)c1ccccc1F,0.3,-12.4,0.4,2.6,5.2,0.5,-52.9,5.3,0.6
CCOC(=O)Cc1c(C)nc(-c2ccccc2)[nH]c1=O,0.7,12.5,-15.6,2.0,-0.3,0.9,-2.5,7.2,0.5
CCCC(C(=O)NC1CCCC1)N(CCCN1CCOCC1)C(=O)c1snc(C(N)=O)c1N (centres undefined),-10.3,-10.4,17.3,-4.6,-3.6,0.1,0.4,0.3,-0.1
O=C(Cc1ccccc1)Nc1nc(=O)c2ccccc2s1,1.3,20.1,9.0,-1.3,1.8,-0.2,-8.7,9.4,-1.0
Cc1ccc(S(=O)(=O)N2CCN(Cc3nc4ccccc4[nH]3)CC2)cc1C,1.5,8.3,-16.7,-1.7,0.8,-1.4,0.1,2.6,-4.3
Cc1ccc2[nH]c(=O)c(COC(=O)c3ccccn3)cc2c1,1.5,1.1,2.2,-2.0,-1.2,1.3,9.9,0.5,-0.7
Cc1ccc(C)c(NC(=O)CN(C)C(=O)c2cccc(S(=O)(=O)N(C)C)c2)c1,1.5,-7.5,-7.3,-2.3,10.1*,1.0,0.2,3.5,0.5
COc1ccc(NC(=O)c2ccco2)cc1S(=O)(=O)N1CCOCC1,2.6,-15.4,-1.8,-4.8,-2.1,0.2,-1.9,2.0,-0.3
CCOC(=O)C1=C(C)NC2=C(C(=O)CC(C)(C)C2)C1c1ccc2c(c1)CCCN2C (centres undefined),-4.6,-11.8,-0.4,1.3,-1.5,-0.8,-2.9,3.7,-1.9
COC(=O)c1ccccc1NC(=O)c1cn(-c2ccc(C)c(C)c2)c(=O)c2ccccc12,-11.2,-0.2,-24.8,5.3,2.6,0.1,-5.7,10.9,-0.1
Cc1ccc(C(=O)Nc2ccc3c(c2)nc2n3CCSC2)cc1,9.9,0.8,-50.4,-0.2,1.3,0.5,-14.0,0.8,1.1
Cc1cccc(NC(=O)NCc2ccc3c(c2)OCO3)c1C,-2.8,2.2,-13.8,3.4,0.5,2.2,1.2,10.8,-0.3
Cc1ccc(NS(=O)(=O)c2cc(C(=O)Nc3cccc(N(C)S(C)(=O)=O)c3)ccc2C)c(C)c1,21.1,-16.7,-3.9,4.6,-0.1,-0.4,0.5,4.0,0.5
O=C(CCn1nnc2ccccc2c1=O)N[C@@H](Cc1ccccc1)C(=O)O,-16.8,-21.1,-1.1,5.2,-2.5,0.9,-12.2,3.1,2.1
COc1ccc(-c2csc(NC(=O)C3=NN(c4ccccc4)C(=O)CC3)n2)cc1,14.9,-25.6,-19.1,-0.5,-3.5,0.1,-2.4,0.3,-0.3

# Further entries
SMILES,NPY2 pot ag,S1P4 antagonist,Mdm2 ligase inh,Ba/F3 V617F tox,Wee1 stabilizer,PERK inh,eIF4E-4G inh,BaF3 tox,S1P4 ag
CCn1c(SCC(=O)Nc2nccs2)nnc1-c1ccc(S(=O)(=O)N2CCCCCC2)cc1,-2.7,-2.7,-4.3,-4.0,-0.9,-1.9,0.1,3.8,1.5
COc1ccc(N2C(=O)CC(Sc3nnnn3-c3ccc(F)cc3)C2=O)cc1 (centres undefined),1.4,-3.6,-5.0,-1.0,-3.3,0.3,-2.4,2.5,-2.2
COc1ccccc1-n1c(C)nnc1SCC(=O)NCc1ccccc1,-1.2,-25.6,-6.7,-0.7,-0.6,-0.1,1.0,3.3,-1.6
CCN(CC)S(=O)(=O)c1cc(NC(=O)c2cc(-c3ccccn3)nc3ccccc23)ccc1C,-21.3,-5.9,-18.5,11.1,-0.6,-0.3,-2.3,1.1,0.3
Cn1c(=O)c(=O)n(C)c2cc(S(=O)(=O)N3CCC(N4CCCCC4)CC3)ccc21,1.8,-14.3,/,-1.2,2.5,0.5,/,0.5,0.6
COc1ccc(NC(=O)/C=C2\SC(=O)NC2=O)cc1,10.3,-15.7,-3.3,3.4,15.2*,0.4,-0.4,3.9,2.8
COC(=O)c1ccc(/C=N\N2CCN(Cc3ccc(C)cc3)CC2)cc1,8.0,-5.2,-14.4,-0.3,-2.4,1.1,-10.2,-1.2,1.6
OC(COc1ccccc1)Cn1cc(Br)cn1 (centres undefined),-0.3,-21.6,-12.8,3.0,-0.1,-0.3,-1.8,2.9,0.1
CC(=O)c1cc2c(=O)c3ccccc3oc2nc1C,-12.0,-12.3,/,-1.0,2.3,-0.1,/,4.9,1.2
COc1ccc(CCNC(=O)CN2CCN(c3cccc(Cl)c3)CC2)cc1OC,9.5,-6.9,-14.6,0.5,-3.8,-0.9,-5.8,4.1,-1.9
CC(C)(C)NC(=O)CSc1nnc(NC(=O)c2ccccc2Cl)s1,8.9,-9.2,-9.8,-3.9,-0.3,0.1,0.7,0.5,-1.0
c1csc(C2Nc3ccccc3-c3nc4ccccc4n32)c1 (centres undefined),6.5,-20.3,-18.9,8.1,1.0,-0.6,-2.4,10.3,1.1
CN(C)CCCOc1ccc(C(C)(C)c2ccccc2)cc1,-33.7,-7.9,-10.7,2.5,-3.3,-2.5,1.5,7.0,0.8
CCSc1nc(-c2ccccc2)nc(C(Cl)Cl)n1,-0.6,-6.5,-22.6,-2.2,-1.3,0.7,-1.4,3.6,-0.4
COc1ccc(Cn2nnnc2C(c2ccccn2)N2CCN(c3cc(Cl)ccc3C)CC2)cc1 (centres undefined),17.0,-15.6,-14.2,-1.9,1.4,0.9,-1.8,4.0,-0.7
O=C1C2ON(c3ccc(Br)cc3)C(c3cccnc3)C2C(=O)N1C1CCCCC1 (centres undefined),15.1,-13.8,-11.3,-2.9,-1.3,-1.0,16.6,-0.5,-0.6
CCOC(=O)c1ccc(NC(=O)CSc2nc3ncccc3[nH]2)cc1,-2.7,-12.2,-4.4,0.7,-3.3,-0.4,5.5,5.2,-0.3
Cn1cccc1Cc1nnc(SCC(=O)Nc2ccc(F)cc2)n1CCc1ccccc1,11.4,2.8,-16.4,-6.6,1.1,0.2,6.0,0.8,-2.5
Cc1ccc(S(=O)(=O)c2c(C)nn(-c3ccccc3)c2OC(=O)c2ccco2)cc1,-16.9,1.9,-11.2,-2.6,6.2,0.9,0.9,4.1,1.3
Cc1cc(=O)n2[nH]cc(C(=O)O)c2n1,0.8,8.8,/,-2.9,-1.2,0.4,-2.8,5.8,0.1
CCCS(=O)(=O)N1CCC(CCOc2ccccc2)(C(=O)OCC)CC1,-6.2,-12.7,-14.7,0.2,-2.3,-0.6,0.1,5.6,1.3
CCc1cccc(NC(=O)C2CCCN2S(=O)(=O)c2ccc3c(c2)n(C)c(=O)c(=O)n3C)c1 (centres undefined),-21.2,-11.1,-8.4,-3.4,-0.8,2.3,-2.6,-1.4,-0.8
Cc1cnc(NC(=O)c2ccco2)s1,-0.7,-8.9,-2.1,-4.8,7.2,1.7,4.3,3.9,0.5
O=C(Nc1nc2ccccc2[nH]1)c1ccc(Br)o1,5.8,9.5,-8.6,3.5,0.7,-0.1,5.0,11.3,0.0
COc1cccc(-n2nnc3c(=O)n(C/C=C/c4ccccc4)cnc32)c1,5.3,-29.6,-7.4,-4.0,-0.5,2.0,1.7,1.2,0.3

# Next part; the last 2 above are carried over.
SMILES,NPY2 pot ag,S1P4 antagonist,Mdm2 ligase inh,Ba/F3 V617F tox,Wee1 stabilizer,PERK inh,eIF4E-4G inh,BaF3 tox,S1P4 ag
O=C(Nc1nc2ccccc2[nH]1)c1ccc(Br)o1,5.8,9.5,-8.6,3.5,0.7,-0.1,5.0,11.3,0.0
COc1cccc(-n2nnc3c(=O)n(C/C=C/c4ccccc4)cnc32)c1,5.3,-29.6,-7.4,-4.0,-0.5,2.0,1.7,1.2,0.3
CCOP(=O)(c1ccccc1)C1(C#N)CCCC1 (centres undefined),6.9,-27.3,-12.2,-7.1,2.2,0.8,6.4,4.3,-0.5
COc1ccc(C(=O)NCc2cccnc2)cc1OC,8.4,3.7,-9.9,-5.1,-3.1,-0.9,0.2[fluorescence artefact?],-3.0,-0.8
CCCCn1nnnc1NCc1ccc(N2CCCC2)cc1,0.9,7.0,3.0,0.5,-2.4,0.3,1.7,-0.1,-0.3
COc1cc(OC)c(C(=O)OC(C)C(=O)Nc2cc(C(F)(F)F)ccc2Cl)cc1OC (centres undefined),-2.8,-9.9,-3.5,-3.1,-0.9,-0.4,6.0,1.5,0.1
CCOc1ccc(CN2CCCN(C)CC2)cc1,-5.4,-6.8,-36.7,-3.0,1.4,0.3,-7.7[fluorescence artefact?],3.4,-1.9
COc1ccccc1CNC(=O)CSc1nc2nc(C)cc(C)n2n1,4.0,-21.3,-20.4,-0.4,-1.9,0.4,-4.5,-0.3,1.0

# Full records, looked up by structure. Values in the order: NPY2 pot ag	S1P4 antagonist	Mdm2 ligase inh	Ba/F3 V617F tox	Wee1 stabilizer	PERK inh	eIF4E-4G inh	BaF3 tox	S1P4 ag
# Results for CCCCn1nnnc1NCc1ccc(N2CCCC2)cc1 : 0.9	7.0	3.0	0.5	-2.4	0.3	1.7	-0.1	-0.3
# Results for CCSc1nc(-c2ccccc2)nc(C(Cl)Cl)n1 : -0.6	-6.5	-22.6	-2.2	-1.3	0.7	-1.4	3.6	-0.4
# Results for Cc1cc(=O)n2[nH]cc(C(=O)O)c2n1 : 0.8	8.8	/	-2.9	-1.2	0.4	-2.8	5.8	0.1

# Source: PubChem BioAssay (several laboratories)
